# tim10-1 inh – inhibits growth of tim10-1 mutant yeast | 2.2% of 330,000 active | AID 463190 | S. cerevisiae tim10-1 ts strain growth, BacTiter-Glo, 24 h | inhibition, % at 20 µM;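 active = inhibition of at least 40%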;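 also: mutant grown at 25 °C; 0% = DMSO wells with yeast and 100% = wells holding no yeast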
# APJ agonist – agonists of human APJ apelin receptor | 0.11% of 330,000 active | activation, % at 20 µM | P35414 | CHO-K1 APJ PathHunter beta-arrestin, luminescence; 0% DMSO wells, 100% apelin | AID 2520;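 active = activation more than six SD over the plate average, tested at 20 µM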;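 also: 0% = DMSO alone and 100% = apelin-13 at 10 nM; some results filed as inactive read as strong as hits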
# Target sequence (P35414 whole entry, looked up): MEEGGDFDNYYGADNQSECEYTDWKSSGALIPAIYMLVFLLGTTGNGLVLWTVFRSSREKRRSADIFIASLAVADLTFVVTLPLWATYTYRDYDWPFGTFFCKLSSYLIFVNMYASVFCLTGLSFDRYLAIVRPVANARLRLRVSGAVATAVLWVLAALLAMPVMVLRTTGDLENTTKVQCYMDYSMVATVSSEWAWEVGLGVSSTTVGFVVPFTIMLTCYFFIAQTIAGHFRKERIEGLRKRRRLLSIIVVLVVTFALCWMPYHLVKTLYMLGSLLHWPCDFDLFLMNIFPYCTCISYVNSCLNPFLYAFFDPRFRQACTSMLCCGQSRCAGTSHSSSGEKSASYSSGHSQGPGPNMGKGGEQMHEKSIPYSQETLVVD
#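 Material: CHO-K1 APJ beta-arrestin complementation cell line; Input: cell density 1000 per well; Incubation: compound stimulation 90 min at 25 °C, detection 60 min; Signal: luminescence from split beta-galactosidase complementation, Galacton Star/Emerald II substrate; Controls: DMSO-only wells as negative, 10 nM Apelin-13 as positive control.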
# tim23-1 inh – tim23-1 yeast growth inhibition | S. cerevisiae tim23-1 growth, BacTiter-Glo luminescence, 24 h | inhibition, % at 20 µM | 1.3% of 330,000 active;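 active = growth inhibition of the mutant yeast at or above 50%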;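 also: temperature-sensitive mutant grown at 25 °C; plate controls were DMSO-treated mutant yeast for no effect and medium wells lacking yeast for full effect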
# Mdm2-MdmX inh – inhibitors of human Mdm2/MdmX interaction; SaOS-2 split-luciferase Mdm2/MdmX complementation, luminescence; 3% of 330,000 active; O15151+Q00987; inhibition, % at 8 µM;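 active = inhibition of at least 50% at 8 µM in the primary screen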
# TIM10 inh – TIM10 yeast growth inhibition. AID 463195. S. cerevisiae TIM10 strain growth, BacTiter-Glo luminescence, 24 h. inhibition, % at 10 µM. 1.4% of 330,000 active;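 active = inhibition of 40% or more at the single tested concentration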;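 also: wild-type TIM10 isogenic control strain grown at permissive 25 °C; 0% = DMSO yeast wells and 100% = minimal medium wells without yeast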
# NR3A LBD binder – modulates the human NR3A ligand-binding domain | NR3A LBD differential scanning fluorimetry, Tm shift; 0% = protein alone, 100% = glycine-bound protein | Tm shift relative to glycine control, % at 25 µM | 2.5% of 340,000 active | AID 1259313;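 active = melting temperature shift of at least 10% of the positive control shift, at one fixed dose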
# CHOP UPR activ – activators of apoptotic arm of unfolded protein response (CHOP). CHO-CHOP luciferase reporter, UPR activation, luminescence; percent of tunicamycin response over DMSO baseline. activation, % at 10 µM. 0.34% of 330,000 active;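 active = at 10 µM dose, activation of 40% or more, normalized to positive control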;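 also: 100% = tunicamycin at 10 µg/mL and 0% = DMSO alone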
#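 System: CHO-CHOP luciferase reporter cell line | Buffer or medium: F12 medium containing 10% fetal bovine serum | Doses: One dose, 10 µM in 0.5% DMSO | Times: 6 h compound exposure at 37 °C after overnight seeding | Signal: Luciferase luminescence | Read-out: % activation vs tunicamycin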
# UPR XBP1 act – adaptive UPR (XBP1) activation. 0.33% of 330,000 active. AID 463104. CHO-XBP1 luciferase reporter, IRE1-XBP1 UPR activation, luminescence; percent of tunicamycin response, DMSO as zero. activation, % at 20 µM;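 active = versus positive control, 20 µM dose yields 30% or more activation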;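 also: 100% = tunicamycin at 10 µg/mL and 0% = DMSO only wells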
#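 Assay system: IRE1-XBP1 luciferase reporter CHO line. Input: 1000 cells/well. Buffer or medium: F12 with 10% serum. Doses: 20 µM, 1% DMSO. Times: overnight seeding at 37 °C, 6 h compound treatment at 37 °C. Technique: Steady-Glo luciferase glow luminescence, 10 min after reagent addition.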
# NLRP3 yeast inh – blocks the NALP3 inflammasome reconstituted in yeast; inhibition, % at 10 µM; Yeast reconstituted NLRP3/ASC/caspase-1, beta-gal luminescence, 24 h; 0.39% of 330,000 active;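 active = inhibition of 50% or more; inactive = inhibition below 50%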;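 also: plate controls were induced DMSO wells for no effect and uninduced yeast grown without galactose for full effect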
# The depositor's hits bear a star; . = not tested or not shown.
# A first look, 13 compounds:
SMILES,tim10-1 inh,APJ agonist,tim23-1 inh,Mdm2-MdmX inh,TIM10 inh,NR3A LBD binder,CHOP UPR activ,UPR XBP1 act,NLRP3 yeast inh
COc1ccc(C(=O)Nc2ccccc2C)cc1S(=O)(=O)N1CCOCC1,-1,0,-2,13,-4,-2,2.8,-1,1
O=C1CCCC/C1=C\Nc1ccc(C(=O)O)c(O)c1,2,2,8,-5,-16,1,1.0,-1,-4
CC1(C)CC(=O)/C(=C\c2cccc([N+](=O)[O-])c2)C(C)(C)N1,22,-4,35,11,8,-3,-0.5,-4,59*
COc1ccc(OC)c(N2C(=O)c3cccnc3C2=O)c1,11,0,14,0,3,-3,0.7,-2,-2
Cc1ccc(OCCN(C)C(=O)c2cc(COc3ccc(F)cc3F)on2)cc1,18,5,17,2,-4,-2,2.1,-7,24
Cc1ccc(/C(N)=N/OC(=O)CN(C)S(=O)(=O)c2ccc(C)cc2)cc1,47*,23,32,18,12,4,0.8,-6,35
CC1CC(=O)Nc2ccccc2N1C(=O)COc1cc(Cl)ccc1Cl (stereo not given),11,-6,12,8,5,0,1.1,3,16
Cc1oc(C2CC2)cc1C(=O)O,9,-2,4,19,0,1,-2.1,1,0
CCOc1cc(CNCCc2ccc(S(N)(=O)=O)cc2)ccc1OCC(=O)NC(C)(C)C,19,7,13,-6,5,1,-0.2,-1,5
S=c1[nH]nc(-c2cccnc2)n1/N=C/c1ccccc1,12,-2,0,12,6,2,-1.1,1,16
COc1ccc(N2C(=O)CSC2c2cccc(F)c2)cc1 (stereo not given),12,-1,3,22,-8,-2,-2.5,-2,-14
CN1OC(COC(=O)c2ccc(Cl)cc2)CC1c1ccccc1 (stereo not given),14,-3,-3,-14,-21,3,3.7,5,-5
O=C(NCCC1=CCCCC1)c1ccc2c(c1)N(Cc1ccccc1)C(=O)CS2,30,-5,29,16,21,0,1.5,0,11

# The listing, from the start:
SMILES,tim10-1 inh,APJ agonist,tim23-1 inh,Mdm2-MdmX inh,TIM10 inh,NR3A LBD binder,CHOP UPR activ,UPR XBP1 act,NLRP3 yeast inh
COc1ccc(C(=O)Nc2ccccc2C)cc1S(=O)(=O)N1CCOCC1,-1,0,-2,13,-4,-2,2.8,-1,1
O=C1CCCC/C1=C\Nc1ccc(C(=O)O)c(O)c1,2,2,8,-5,-16,1,1.0,-1,-4
CC1(C)CC(=O)/C(=C\c2cccc([N+](=O)[O-])c2)C(C)(C)N1,22,-4,35,11,8,-3,-0.5,-4,59*
COc1ccc(OC)c(N2C(=O)c3cccnc3C2=O)c1,11,0,14,0,3,-3,0.7,-2,-2
Cc1ccc(OCCN(C)C(=O)c2cc(COc3ccc(F)cc3F)on2)cc1,18,5,17,2,-4,-2,2.1,-7,24
Cc1ccc(/C(N)=N/OC(=O)CN(C)S(=O)(=O)c2ccc(C)cc2)cc1,47*,23,32,18,12,4,0.8,-6,35
CC1CC(=O)Nc2ccccc2N1C(=O)COc1cc(Cl)ccc1Cl (stereo not given),11,-6,12,8,5,0,1.1,3,16
Cc1oc(C2CC2)cc1C(=O)O,9,-2,4,19,0,1,-2.1,1,0
CCOc1cc(CNCCc2ccc(S(N)(=O)=O)cc2)ccc1OCC(=O)NC(C)(C)C,19,7,13,-6,5,1,-0.2,-1,5
S=c1[nH]nc(-c2cccnc2)n1/N=C/c1ccccc1,12,-2,0,12,6,2,-1.1,1,16
COc1ccc(N2C(=O)CSC2c2cccc(F)c2)cc1 (stereo not given),12,-1,3,22,-8,-2,-2.5,-2,-14
CN1OC(COC(=O)c2ccc(Cl)cc2)CC1c1ccccc1 (stereo not given),14,-3,-3,-14,-21,3,3.7,5,-5
O=C(NCCC1=CCCCC1)c1ccc2c(c1)N(Cc1ccccc1)C(=O)CS2,30,-5,29,16,21,0,1.5,0,11
COc1ccc(Nc2nc(CC(C)=O)ns2)cc1OC,17,-3,6,19,9,0,-0.4,0,8
O=C(CN1CCCC1)Nc1cccc(Cl)c1Cl,-10,-4,-5,2,-6,0,-0.9,-5,14
O=[N+]([O-])c1cnc2nc(-c3ccncc3)nn2c1O,8,-2,32,-4,14,3,-1.4,-4,17
O=C(Nc1nncs1)C1c2ccccc2Oc2ccccc21,12,0,6,-3,7,2,-1.4,0,16
COc1cccc(CNC(=O)C2CCCN(S(=O)(=O)N3CC(C)CC(C)C3)C2)c1 (stereo not given),18,9,28,-16,26,2,-0.2,-3,1
COc1cc(C(=O)OCc2csc(CC(=O)Nc3ccccc3C)n2)ccc1OCC(C)C,22,-4,12,9,8,0,0.2,-1,19
Cc1cccc(CNCc2ccccc2)c1,17,3,10,34,-7,-3,2.0,0,8
COc1ccc(S(=O)(=O)N(CC(=O)NCc2cccnc2)c2ccc(F)cc2)cc1OC,-8,0,8,1,-9,.,-1.0,-2,20
CCOc1ccc(NS(=O)(=O)c2ccc3[nH]cc(C(=O)N(CC)CC)c(=O)c3c2)cc1,3,2,-2,4,14,-3,0.9,1,3
CCCN(Cc1nnc(-c2cccs2)o1)C(=O)CN1C(=O)NC2(CCC(C)CC2)C1=O (stereo not given),12,-1,8,15,-6,0,0.8,-1,0
Cc1ccc(OCC(=O)N2CCC3(CC2)CC(=O)c2ccccc2O3)cc1,25,0,17,4,-1,-2,-1.6,2,18
S=c1[nH]c2cc(Cl)ccc2s1,-1,-1,26,3,10,-3,-0.6,0,-1
SMILES,tim10-1 inh,APJ agonist,tim23-1 inh,Mdm2-MdmX inh,TIM10 inh,NR3A LBD binder,CHOP UPR activ,UPR XBP1 act,NLRP3 yeast inh
Cc1ccc(C(=O)OCC(=O)Nc2ccccc2)cc1S(=O)(=O)N1CCCCC1,12,-3,23,14,14,-8,3.2,-1,5
CCOc1cc2c(C#N)c(N(CC)CC)nc(N)c2c(N)n1,31,17,46,32,16,-5,-0.2,3,-1
COc1cccc(NC(=O)C23CCC(C)(C(=O)O2)C3(C)C)c1 (stereo not given),25,2,16,-2,-2,1,1.0,-2,1
COC(=O)C1=C(C)Nc2nc3ccccc3n2C1c1cc(OC)c(OC)c(OC)c1 (stereo not given),8,1,-3,52*,-21,0,0.9,1,3
c1csc(-c2cn3ccc4ccccc4c3n2)c1,37,-2,21,-136,19,-11,7.1,2,28
Cc1oc(-c2ccc(F)cc2)nc1CN(Cc1ccccn1)CC1CCCO1 (stereo not given),15,-2,19,17,8,1,0.0,-3,0
O=C(COC(=O)C1=COCCO1)Nc1ccc(F)c(F)c1,-16,1,-11,-13,-3,0,1.4,-1,8
S=C(Cc1cccnc1)N1CCOCC1,8,-1,-9,16,-10,-1,0.5,-1,11
CCC(CC)c1nnc(NC(=O)c2nn(C)c(=O)c3ccccc23)s1,33,0,48,-52,36,.,-1.3,-2,11
COc1cccc(NC(=O)N2CCC(C(=O)Nc3ccc(C)cc3C)CC2)c1,-6,-1,0,-19,5,-2,-0.1,0,1
Cc1ccc(C(=O)NC(=S)Nc2ccccc2C)cc1,40*,-1,37,-33,-5,0,1.6,2,31
CN(C)/C=C1\Oc2ccc3ccccc3c2C1=O,0,2,6,34,4,-2,3.6,-4,18
COC(=O)C1=C(C)NC(=O)CC1c1ccccc1F (stereo not given),-7,-3,1,1,0,-2,-0.3,-4,3
O=C(c1ccc(Cl)nc1)N1CCN(S(=O)(=O)c2ccc(Cl)cc2)CC1,9,5,28,-2,8,0,-1.3,-2,9
Cc1ccc(C(=O)NC(=S)NNC(=O)CC#N)cc1,34,0,1,-9,12,-2,-1.4,3,-2
COc1ccccc1-c1cc(C(=O)Nc2cc(C)n(Cc3ccc(Cl)cc3)n2)no1,19,-2,5,37,15,2,1.9,-3,-1
O=C(O/N=C1/CCCc2occc21)c1ccccc1,34,-5,41,13,3,0,1.5,0,3
Cc1ccc(NC(=S)NC2CC3CCCC(C2)N3Cc2ccco2)cc1 (stereo not given),-13,-3,-4,6,-1,-1,2.1,4,11
O=C1c2cccc3cccc(c23)C(=O)N1c1nncs1,9,-3,15,-1,16,0,-2.3,-2,-26
COC(C(=O)NNC(=O)CCc1ccccc1)c1ccccc1 (stereo not given),-8,-1,-4,8,-8,1,1.2,-1,12
Cc1onc(-c2c(Cl)cccc2Cl)c1C(=O)N1CCN(c2ncccn2)CC1,7,-2,19,-6,11,-14,2.4,-2,14
O=C(COc1ccc(Cl)cc1)NCc1nnc(SCC(=O)N2CCCCC2)o1,25,-1,11,-32,1,0,-0.9,-2,14
O/N=C/c1cc2ccccc2n1Cc1ccccc1F,2,-7,6,45,-9,2,-1.1,-2,16
COc1cccc(S(=O)(=O)NCc2ccc(C(=O)NCc3ccco3)cc2)c1,17,-2,-5,5,12,-2,2.8,0,-1
CN(C(=O)COc1ccccc1)c1nnc(-c2cccnc2)s1,2,1,-2,5,32,5,-0.6,-2,33
S=C(NCc1cccs1)Nc1ccc(Br)cc1Cl,21,-3,39,-28,41*,1,4.1,1,32
O=C(NC(Cc1ccccc1)C(=O)O)/C(=C\c1ccc([N+](=O)[O-])cc1)NC(=O)c1ccco1 (stereo not given),-3,5,-3,21,3,-1,-0.1,-2,8
Cc1ccc(-c2nc3cccnc3o2)cc1NC(=O)COc1ccc(C(C)(C)C)cc1,-2,15,-8,21,-15,-8,8.7,10,30
O=C(NCc1ccc2c(c1)CCO2)Nc1ccccc1,-27,0,-13,-15,17,3,1.6,-2,13

# Rows are unselected. About 8.2% of those tested had a hit in this group.
